Runt-SMMHC FRET: blocks binding of human RUNX1 Runt domain to CBFb-SMMHC | Q01196+Q13951 | Cerulean-Runt/Venus-CBFb-SMMHC FRET ratio 530/480, 1 h | inhibition, % at 20 µM | 220,000 compounds, 0.74% hits | AID 1434;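 active means mean inhibition across duplicate retests at 20 µM reaching about 50%, limit read from the data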;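 further: 0% = DMSO wells and 100% = wells with excess untagged CBFb-SMMHC; inhibitors lower the FRET ratio by blocking Runt binding to CBFb-SMMHC; some results filed as inactive read as strong as hits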
Target sequence (Q01196 whole entry, looked up, the tested form may be a part): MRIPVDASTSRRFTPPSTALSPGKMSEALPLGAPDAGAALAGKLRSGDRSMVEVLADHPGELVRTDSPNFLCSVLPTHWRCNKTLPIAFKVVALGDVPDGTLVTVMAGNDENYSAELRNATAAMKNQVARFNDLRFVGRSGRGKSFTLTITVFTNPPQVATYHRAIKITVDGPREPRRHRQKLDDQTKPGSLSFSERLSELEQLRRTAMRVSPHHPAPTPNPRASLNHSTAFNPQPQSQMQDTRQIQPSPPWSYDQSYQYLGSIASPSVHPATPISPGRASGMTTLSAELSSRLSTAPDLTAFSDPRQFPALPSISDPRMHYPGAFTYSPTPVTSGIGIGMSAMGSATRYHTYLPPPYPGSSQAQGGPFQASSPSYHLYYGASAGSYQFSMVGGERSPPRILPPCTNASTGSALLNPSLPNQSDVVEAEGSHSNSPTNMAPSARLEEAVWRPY
Target sequence (Q13951 whole entry, looked up, the tested form may be a part): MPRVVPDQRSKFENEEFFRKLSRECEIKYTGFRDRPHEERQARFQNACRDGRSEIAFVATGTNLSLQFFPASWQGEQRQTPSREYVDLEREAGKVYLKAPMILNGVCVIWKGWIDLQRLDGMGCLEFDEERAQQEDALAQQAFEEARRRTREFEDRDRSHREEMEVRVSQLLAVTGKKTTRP
NPY1 pot ag: potentiators or agonists of human neuropeptide Y receptor Y1. P25929. NPY-Y1 expressing cells, potentiator/agonist activation. activation, % at 3.6 µM. 220,000 compounds, 0.37% hits. AID 1304; in the data active means activation above about 33%, passing the limit was not always enough;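 further: cells stimulated with NPY at EC10 then isoproterenol at EC100; 0% = low agonist plus stimulus and 100% = saturating agonist plus stimulus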
NPY-Y2 PAM-ag: potentiates or activates human NPY-Y2 receptor. 220,000 compounds, 0.45% hits. activation, % at 3.6 µM. cells expressing NPY-Y2, potentiator/agonist read-out; in the data active means activation above about 27%;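 further: cells stimulated with NPY near EC25 plus isoproterenol at EC100; 0% = vehicle plus submaximal agonist and 100% = vehicle plus saturating agonist; some results beyond the cut were filed as inactive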
Target sequence (P49146 whole entry, looked up): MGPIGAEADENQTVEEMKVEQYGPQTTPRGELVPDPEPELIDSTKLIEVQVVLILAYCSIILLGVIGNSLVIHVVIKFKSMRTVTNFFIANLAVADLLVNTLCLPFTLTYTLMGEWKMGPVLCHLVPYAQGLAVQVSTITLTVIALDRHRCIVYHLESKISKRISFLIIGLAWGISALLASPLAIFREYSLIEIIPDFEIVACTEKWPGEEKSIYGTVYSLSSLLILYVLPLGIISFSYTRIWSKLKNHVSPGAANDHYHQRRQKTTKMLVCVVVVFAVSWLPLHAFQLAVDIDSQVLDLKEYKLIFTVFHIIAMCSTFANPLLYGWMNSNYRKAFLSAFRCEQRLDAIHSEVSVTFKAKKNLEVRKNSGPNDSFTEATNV
MDM2 E3 inh: blocks human Mdm2 ubiquitin ligase activity. Q00987. cell-based MDM2 ubiquitination luciferase reporter, 2 h; 0 = plate control, 100 = twice control, blank-subtracted. signal enhancement, % at 5 µM. 210,000 compounds, 0.11% hits;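 active means signal enhancement of 30% or more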;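 further: luminescence tracks abundance of the self-degrading MDM2-luciferase fusion protein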
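test system = mammalian cells stably expressing self-ubiquitinating, self-degrading MDM2 E3–luciferase fusion | quantity = 2000 cells/well | incubation = cell settling 4 h, compound treatment 2 h, both 37 °C | signal = luminescence with SteadyLite reagent, 15 min at room temperature | evaluation = % enhancement relative to plate controls after blank subtraction | benchmarks = plate controls and plate blanks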
Runt-CBFb FRET: Runt domain-CBFb interaction inhibition | Cerulean-Runt/Venus-CBFb FRET ratio 530/480, 1 h | inhibition, % at 20 µM | 220,000 compounds, 0.46% hits | AID 1496;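 active means inhibition over about 50% at 20 µM in the single-dose screen, limit read from the data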;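 further: 0% = DMSO wells and 100% = excess unlabeled CBFb competitor control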
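Assay system: Cerulean-Runt domain fusion protein, energy donor; Signal: fluorescence energy transfer, 422 nm excitation, 530/480 nm emission; Timing: 1 h compound exposure, room temperature; Control set: unlabeled CBFb; Medium: Tris buffer pH 7.5 with salts and BSA; Compound: single test concentration of 20 µM, 1% DMSO final; Probe or stimulus: Venus-CBFb 100 nM.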
p97 inhibitor: human p97 ATPase inhibition. P55072. recombinant p97 ATPase, Kinase-Glo ATP luminescence, 3 h. inhibition, % at 8 µM. 220,000 compounds, 0.42% hits. AID 1481; in the data active means inhibition above about 15%;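 further: 0% = DMSO vehicle and 100% = wells lacking enzyme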
NPY Y1 blocker: blocks the human neuropeptide Y Y1 receptor; 200,000 compounds, 1% hits; inhibition, % at 3.6 µM; HEK293-CNG Y1 cells, membrane potential fluorescence; NPY at EC95, then isoproterenol;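 active means inhibition above the campaign mean inhibition of all tested compounds plus 3 SD, cut at about 20% in these data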;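 further: 0% = DMSO wells given NPY plus isoproterenol and 100% = isoproterenol alone without NPY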
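Test system – HEK293 Y1/CNG channel cell line · Also added – NPY agonist 25 nM, then isoproterenol 1 µM plus Ro 20-1724 25 µM · Compound dosing – one concentration, 3.6 µM, in 0.4% DMSO · Schedule – compound incubation 1 h at room temperature, readout 45 min post-stimulation · Technique – fluorescence, membrane potential probe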
Hck Nef HTS: blocks Nef-activated human Hck kinase | inhibition, % at 20 µM | Recombinant Hck-YEEI plus Nef, Z-Lyte FRET kinase assay | 220,000 compounds, 0.68% hits | AID 463187 | P08631;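 active means Hck-Nef kinase inhibition above about 50%, limit read from the data; inactive means inhibition below that limit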;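 further: 0% = DMSO with Hck plus Nef and 100% = Hck alone without Nef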
RBBP9 inh: human RBBP9 hydrolase inhibition; O75884; recombinant RBBP9, FP-Rh probe fluorescence polarization; inhibition, % at 7.94 µM; 220,000 compounds, 0.2% hits; AID 1515;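 active means inhibition above the campaign mean of all tested compounds plus 3 SD, cut at about 14% in these data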;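 further: plate controls were DMSO wells with RBBP9 for no effect and wells lacking RBBP9 protein for full effect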
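Test system: recombinant human RBBP9. Quantity: 2.5 µM RBBP9 dispensing solution, before mixing. Detection: FP readout at 525/598 nm. Reagent: Serine-hydrolase probe FP-Rh, 375 nM pre-mixing. Measure: % inhibition. Control set: DMSO-treated enzyme wells and wells lacking RBBP9. Buffer or medium: Tris-NaCl-Pluronic buffer, pH 8.0. Times: preincubation 30 min plus labeling 45 min at 25 °C.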
Numbers without * were called inactive; / = no result given.

cpd | structure | Runt-CBFb FRET | NPY Y1 blocker | Runt-SMMHC FRET | Hck Nef HTS | p97 inhibitor | NPY-Y2 PAM-ag | RBBP9 inh | MDM2 E3 inh | NPY1 pot ag
1 | C=CCn1c(SCC(=O)c2[nH]c(C)c(C(=O)OCC)c2C)nc2scc(-c3ccccc3)c2c1=O | -4 | -3 | 3 | 2 | 2 | -10 | -9 | 3 | -6
2 | Cc1ccc(S(=O)(=O)N2CCN(C(=O)CCC(=O)NC3CCCc4ccccc43)CC2)cc1 (configuration not stated) | 0 | 4 | 1 | 21 | 1 | 1 | -5 | -9 | 17
3 | O=C(CCCn1c(=O)[nH]c2ccsc2c1=O)N1CCN(c2ccccn2)CC1 | 2 | 5 | 3 | 0 | -2 | -21 | -7 | -8 | -4
4 | COc1ccccc1C(O)(C(=O)NNc1ccccc1C)c1ccccc1OC | 0 | 9 | 2 | 3 | 5 | 1 | -5 | -3 | -9
5 | Cc1ccccc1CNC(=O)CC1C(=O)NCCN1Cc1c(F)cccc1Cl (configuration not stated) | 1 | 2 | -6 | 19 | 5 | -5 | -6 | -12 | -9
6 | CCOc1ccc(C(=O)Nc2ccc(N3CCN(C)CC3)cc2)cc1[N+](=O)[O-] | 0 | -2 | 1 | 21 | -2 | 2 | -1 | -13 | 5
7 | COc1cccc(-c2nc(=S)c3c(n2CCCO)CCCC3)c1 | 1 | -1 | 2 | 2 | 10 | 0 | -4 | 0 | 6
8 | COCCNC(=O)c1ccc(N(C)S(=O)(=O)c2ccc(OC)c(OC)c2)cc1 | -1 | 2 | 0 | 7 | 2 | 22 | 1 | -11 | -6
9 | Cc1sc2c(c1C)C(O)=C(C(=O)Nc1ccccc1)S(=O)(=O)N2C | 3 | / | -5 | -13 | 10 | 4 | -4 | -1 | 7
10 | CN(C)C(=O)C1C2NC(=S)N(c3ccccc3)C1(C)Oc1ccccc12 (configuration not stated) | 0 | -1 | 1 | 23 | 3 | 1 | -3 | -15 | 2
11 | CCn1nnc(NC(=O)c2ccccc2Br)n1 | 0 | 1 | -1 | 3 | -9 | 0 | -10 | -9 | -41
12 | O=C(CSc1nnc(Cc2ccccc2)n1Cc1ccco1)NC1CCCC1 | 8 | 15 | 3 | 1 | -11 | -19 | -11 | 7 | -8
13 | Cc1cc2cc(CCNC(=O)C(C)C)c(=O)[nH]c2cc1C | / | -1 | / | -9 | 6 | 14 | -1 | / | 4
14 | Cc1ccc(/C=N/n2cnnc2)s1 | 0 | 3 | 3 | -1 | 1 | 6 | -5 | -16 | -17
15 | COc1ccc(C(=O)Nc2ccc(CN3CCS(=O)(=O)CC3)cc2)cc1 | -2 | / | -1 | 12 | 7 | -3 | -7 | -12 | 7
16 | CCCCNC(=O)CCn1c(=O)c2ccccc2n(Cc2ccccc2C)c1=O | -2 | 13 | 2 | 6 | 2 | 9 | -8 | 6 | 7
17 | Cc1ccc(S(=O)(=O)N2CC(=O)Nc3ccccc32)cc1C | 0 | -2 | -1 | 5 | 0 | -16 | -8 | -4 | 3
18 | Cc1c(CC=C(Cl)Cl)c(=O)[nH]c2c(C)cccc12 | 25 | -1 | -1 | -1 | 0 | 5 | -7 | -10 | -5
19 | CCOC(=O)CCCCC(=O)c1[nH]c(=O)[nH]c1CSc1nnc2c3ccccc3n(C(C)C)c2n1 | -4 | 4 | 8 | 2 | 0 | 0 | 2 | -3 | -31
20 | O=C(CCC(=O)OCC(F)(F)C(F)F)Nc1ccccc1F | 1 | 4 | -2 | 13 | 7 | -3 | 0 | -9 | 5
21 | O=C(c1ccccc1)N1CCN(C(=S)NCc2ccc3c(c2)OCO3)CC1 | 1 | 10 | -4 | 9 | 5 | 8 | 0 | 12 | 0
22 | CCC(Sc1nc2ccsc2c(=O)n1-c1ccc(Cl)c(C)c1)C(=O)NCc1ccco1 (configuration not stated) | -1 | 6 | 1 | -3 | -2 | 3 | -5 | -9 | 7
23 | O=S(=O)(NCc1ccccc1)c1ccc(S(=O)(=O)N2CCCCC2)cc1 | 2 | -3 | -2 | 0 | 0 | 6 | -15 | -12 | 12
24 | N#Cc1cc(NC(=O)c2ccc(F)cc2)c(=O)n2c1[nH]c1ccccc12 | -3 | -7 | -13 | 23 | 4 | 4 | -6 | -19 | 18
25 | Cc1ccc(NC(=O)C(NC2CCCc3ccccc32)c2ccccc2)c([N+](=O)[O-])c1 (configuration not stated) | 3 | 10 | 0 | 3 | 1 | 2 | -7 | -10 | -7

cpd | structure | Runt-CBFb FRET | NPY Y1 blocker | Runt-SMMHC FRET | Hck Nef HTS | p97 inhibitor | NPY-Y2 PAM-ag | RBBP9 inh | MDM2 E3 inh | NPY1 pot ag
26 | [O-]C1=N/[N+](=C/c2ccccc2Cl)CC1 | -1 | 1 | 0 | -2 | -1 | -4 | -5 | -7 | 4
27 | CC(=O)N1N=C(c2ccccc2OC(=O)/C=C/c2ccccc2)CC1c1ccccc1 (configuration not stated) | 0 | / | -2 | 27 | 3 | -18 | -2 | / | -23
28 | CCOc1ccc(C(=O)OCCCN(C)C)cc1 | 0 | 5 | 2 | 4 | 5 | 4 | -3 | 7 | -7
29 | O=C1C(Cc2ccc(O)cc2)NC(=S)N1Cc1ccccc1 (configuration not stated) | 2 | / | 0 | 15 | 5 | 22 | -8 | -11 | 20
30 | CCCCOC(=O)c1ccc(NS(=O)(=O)c2cc(-c3nnnn3CC)ccc2OC)cc1 | -10 | 3 | -4 | 2 | 0 | 20 | -14 | -34 | 6
31 | CC(=O)c1ccc(S(=O)(=O)N2CCN(c3ccccc3F)CC2)cc1 | 1 | -7 | 1 | 17 | 3 | 17 | -7 | 8 | 15
32 | COc1ccc(CC(=O)NCC(=O)N/N=C/c2ccco2)cc1 | 2 | 3 | -4 | 5 | 9 | 6 | -9 | -10 | 1
33 | CCCCOCCCNC(=O)c1c(-c2ccccc2)noc1C | 0 | 0 | 1 | 4 | -6 | 3 | 4 | -19 | 18
34 | O=c1[nH]c2ccccc2n1CCCN1CCN(C(c2ccccc2)c2ccccc2)CC1 | -2 | 10 | 1 | -2 | -1 | -14 | -3 | / | -23
35 | O=C1OC2(O)C3C4C=CC(C4)C3C(=O)N2c2ccccc21 (configuration not stated) | 4 | / | -2 | 16 | 3 | -14 | -9 | -14 | -2
36 | COc1ccc(C)cc1NS(=O)(=O)c1ccc(NC(=O)CN(c2cc([N+](=O)[O-])ccc2C)S(C)(=O)=O)cc1 | -1 | -9 | -5 | 1 | 3 | 27* | -28 | -10 | 40*
37 | Cc1ccccc1NC(=O)c1cn2c(nc3ccccc32)c(C#N)c1C | -56 | / | 81* | 23 | 4 | -2 | -7 | / | -15
38 | COC(=O)c1nc2nc(C)cc(C(F)(F)F)n2n1 | 1 | -2 | -2 | 0 | 0 | 6 | -9 | -9 | -11
39 | Oc1c(C=Nc2cccc3nsnc23)ccc2ccccc12 | 22 | -4 | 65 | 1 | 40* | -5 | 3 | -13 | 1
40 | Cc1cc(N2CCOCC2)nc2ccc(NC(=S)NCc3ccc4c(c3)OCO4)cc12 | 2 | 5 | 4 | 50 | 2 | -4 | -6 | -13 | -11
41 | CCC(C)(C)C(=O)Nc1cc([N+](=O)[O-])ccc1F | 2 | 2 | -8 | 4 | 1 | -6 | -2 | 5 | -13
42 | Cc1ccsc1/C=N/NC(=O)c1ccc2c(c1)OCCO2 | 0 | / | 0 | -14 | -14 | -6 | -10 | -48 | -20
43 | O=C(c1ccc2ccccc2c1)C1CCCN(C(=O)c2noc3c2CCCC3)C1 (configuration not stated) | 0 | 19 | -7 | 13 | -7 | -29 | -3 | -12 | -13
44 | Cc1cc(Nc2ccc3c(c2)OCCO3)n2ncnc2n1 | 0 | 4 | 2 | 2 | 8 | -1 | -5 | -22 | -22
45 | COc1ccc(Cc2nnc(N/N=C/c3ccc(O)cc3)[nH]c2=O)cc1OC | 2 | 5 | 2 | -1 | 4 | -4 | 6 | -4 | 6
46 | CCCn1c(NCc2cccc(OC)c2OC)nc2ccccc21 | 0 | 8 | -1 | 2 | 1 | -3 | -1 | -12 | 15
47 | CCC(=O)N1CCc2cc(Br)cc(S(=O)(=O)CC(=O)OC)c21 | 2 | 0 | 1 | -1 | -1 | 1 | -7 | -14 | -2
48 | Cc1nc2cc(C(=O)O)ccc2n1-c1ccc(F)cc1F | -1 | 4 | 1 | 0 | 0 | -8 | -12 | -6 | -6
49 | COc1cc(NC(=O)Nc2ccccc2)c(OC)cc1NC(=O)CN1CCCCC1 | 1 | -2 | -1 | -1 | 6 | 14 | 4 | -8 | 22
50 | CCCN(C(=O)c1cc2c(s1)CCC2)c1c(N)n(Cc2ccccc2)c(=O)[nH]c1=O | -5 | / | -8 | 46 | 1 | 4 | 1 | -9 | 9

cpd | structure | Runt-CBFb FRET | NPY Y1 blocker | Runt-SMMHC FRET | Hck Nef HTS | p97 inhibitor | NPY-Y2 PAM-ag | RBBP9 inh | MDM2 E3 inh | NPY1 pot ag
51 | CC1=C2C3OC(=O)C(C)[C@@H]3CC[C@](C)(O)C2C2C3C4C5(C12)[C@H]1OC(=O)[C@@H](C)C1CC[C@]4(C)O[C@]5(C)[C@@H]3O (some centres not stated) | 0 | 0 | -4 | 6 | 2 | 5 | -4 | -22 | -14
52 | COC(=O)C1=C(C(=O)OC)[C@@H]2N(C)c3ccccc3[C@@]23C[C@@H](C(=O)OC)N(C(C)=O)C3=N1 | 1 | / | 1 | 11 | / | / | / | 5 | /
53 | COc1cc(C(C(=O)NCc2ccccc2)N(Cc2ccco2)C(=O)c2cnccn2)cc(OC)c1OC (configuration not stated) | 2 | 1 | -2 | 15 | -3 | 1 | -3 | -12 | 3
54 | CCOC(=O)C1(C)NC(c2ccccc2F)C2C(=O)N(CC)C(=O)C21 (configuration not stated) | 1 | 1 | 3 | 10 | 0 | -10 | 10 | -9 | -15
55 | COC(=O)c1c(C)oc(C)c1S(=O)(=O)NC(c1ccccc1)c1ccccc1 | 0 | / | 1 | 23 | -2 | 0 | -3 | -4 | 13
56 | O=C(COc1ccccc1)NCC1CCCO1 (configuration not stated) | 0 | 1 | -2 | 0 | 2 | -21 | -8 | 7 | -2

Assay outcomes: PubChem, several laboratories
